HKDC1 inh: HKDC1 (human) hexokinase inhibition; inhibition, % at 20 µM; actives 0.16% (n = 340,000); recombinant HKDC1, G6PDH/diaphorase resazurin coupled fluorescence;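 active = inhibition above about 35% when tested at 20 µM, limit read from the data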;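 note: plate controls were DMSO wells with enzyme for no effect and DMSO wells lacking enzyme for full effect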
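Test system: recombinant HKDC1 (HK5) hexokinase enzyme, produced in-house / Doses: 20 µM test compound, 1% DMSO / Timing: 90 min, room temperature / Detection: G6PDH/diaphorase-coupled fluorescence, 1 mM NADP, 100 µM resazurin, 525/613 nm / Control set: DMSO wells with and without enzyme mix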
SENP7 block: SENP7 protease inhibition. Q9BQF6. recombinant SENP7, Z-RLRGG-aminoluciferin luminescence, 40 min. inhibition, % at 5 µM. actives 1.5% (n = 330,000);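 active = inhibition above about 50% at the single test dose, limit read from the data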;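 note: plate controls were DMSO with enzyme for no effect and no enzyme buffer wells for full effect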
Target sequence (Q9BQF6 706-1050 limits assumed): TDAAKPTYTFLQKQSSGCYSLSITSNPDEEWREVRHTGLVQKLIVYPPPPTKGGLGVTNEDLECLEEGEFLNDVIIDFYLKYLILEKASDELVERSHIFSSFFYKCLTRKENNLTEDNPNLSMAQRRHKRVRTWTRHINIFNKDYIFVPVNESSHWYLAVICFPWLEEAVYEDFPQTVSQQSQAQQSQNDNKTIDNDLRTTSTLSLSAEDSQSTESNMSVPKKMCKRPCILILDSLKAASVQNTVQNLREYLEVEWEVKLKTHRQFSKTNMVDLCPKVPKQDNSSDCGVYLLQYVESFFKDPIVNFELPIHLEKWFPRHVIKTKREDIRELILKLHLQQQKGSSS
Jurkat NFkB inh: lowers PMA/ionomycin-induced NF-kB signal in Jurkat cells. PMA/ionomycin-induced NF-kB luciferase reporter, luminescence. inhibition, % at 4 µM. actives 0.53% (n = 330,000). AID 435003
Apaf-1 inh: human Apaf-1 inhibition. O14727. reconstituted apoptosome caspase-3 activity, DEVD-Rh110 fluorescence. inhibition, % at 20 µM. actives 0.71% (n = 330,000). AID 489030; active = inhibition of at least 40% at 20 µM;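 note: plate controls were DMSO wells for no effect and DEVD-CHO caspase inhibitor wells for full effect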
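Assay system – apoptosome proteins · Medium – Hepes buffer, pH 7.5 · Also added – cytochrome c with DEVD-Rh110 · Timing – 30 min compound preincubation, 50 min activation, room temperature · Detection – Rh110 fluorescence, excitation 480 nm, emission 540 nm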
UBC13 inh: inhibitors of human UBC13 polyubiquitin chain formation. P61088. TR-FRET. inhibition, % at 20 µM. actives 0.47% (n = 330,000). AID 485273; in the data active = inhibition above about 45%, passing the limit was not always enough
Target sequence (P61088 whole entry, looked up): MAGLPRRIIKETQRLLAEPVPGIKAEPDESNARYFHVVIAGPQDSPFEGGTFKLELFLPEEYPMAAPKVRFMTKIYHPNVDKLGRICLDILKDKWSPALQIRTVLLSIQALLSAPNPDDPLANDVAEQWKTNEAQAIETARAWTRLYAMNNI
Gli-Sufu block: antagonists of Gli-Sufu signaling; Sufu-KO-LIGHT fibroblasts, Gli luciferase reporter luminescence; inhibition, % at 5 µM; actives 0.74% (n = 340,000);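 active = inhibition above about 55%, limit read from the data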;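 note: 0% = DMSO-treated cells and 100% = wells with medium but no cells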
697 NFkB inh: inhibitors of the PMA/ionomycin-induced NF-kB reporter in 697 B cells | AID 435022 | inhibition, % at 4 µM | 697 B-cell NF-kB luciferase reporter, 16 h | actives 0.33% (n = 330,000); in the data active = inhibition above about 35%
SENP8 block: blocks the human protease SENP8; purified SENP8, Z-RLRGG-aminoluciferin cleavage, luminescence; actives 1.2% (n = 330,000); AID 2540; inhibition, % at 10 µM; Q96LD8
Target sequence (Q96LD8 whole entry, looked up): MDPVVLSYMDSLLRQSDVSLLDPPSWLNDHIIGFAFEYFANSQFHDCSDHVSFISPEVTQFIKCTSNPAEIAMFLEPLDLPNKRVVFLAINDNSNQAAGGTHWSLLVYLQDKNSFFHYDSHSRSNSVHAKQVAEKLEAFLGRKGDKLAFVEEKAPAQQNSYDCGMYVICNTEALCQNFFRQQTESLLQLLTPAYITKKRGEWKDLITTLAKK
* hit, by the source's call. Cut-off read from the data, not from the text of the source, unless noted: active = inhibition above about 50%; inactive = the rest.

Start of the data: the first 2 entries, to show the layout:
Screening COc1cccc(C2=NOC(C(=O)Nc3cc(C)on3)C2)c1OC (configuration not stated) returned HKDC1 inh -1.0, SENP7 block 2.5, Jurkat NFkB inh 13.0, Apaf-1 inh -15.2, UBC13 inh 1.2, Gli-Sufu block 3.2, 697 NFkB inh 4.5 and SENP8 block 3.0.
`O=C(CSc1ccc(-c2ccccc2)nn1)c1cccs1` gave HKDC1 inh -0.6, SENP7 block 5.5, Jurkat NFkB inh -35.2, Apaf-1 inh -9.7, UBC13 inh 2.4, Gli-Sufu block 7.0, 697 NFkB inh -62.8 and SENP8 block -18.6.

The listing, from the first entry:
Screening COc1cccc(C2=NOC(C(=O)Nc3cc(C)on3)C2)c1OC (configuration not stated) returned HKDC1 inh -1.0, SENP7 block 2.5, Jurkat NFkB inh 13.0, Apaf-1 inh -15.2, UBC13 inh 1.2, Gli-Sufu block 3.2, 697 NFkB inh 4.5 and SENP8 block 3.0.
`O=C(CSc1ccc(-c2ccccc2)nn1)c1cccs1` gave HKDC1 inh -0.6, SENP7 block 5.5, Jurkat NFkB inh -35.2, Apaf-1 inh -9.7, UBC13 inh 2.4, Gli-Sufu block 7.0, 697 NFkB inh -62.8 and SENP8 block -18.6.
For CC(C)(C)OC(=O)N1CCN(c2ccc(NC(=O)c3ccco3)cc2)CC1 the results were HKDC1 inh -3.8, SENP7 block 7.0, Jurkat NFkB inh 0.8, Apaf-1 inh -5.8, UBC13 inh 5.4, Gli-Sufu block -17.6, 697 NFkB inh 2.1 and SENP8 block 9.2.
Screening NC(=O)NC(=O)CN1C(=O)NC2(CCOc3ccccc32)C1=O (configuration not stated) returned HKDC1 inh -5.1, SENP7 block -1.7, Jurkat NFkB inh 3.3, Apaf-1 inh -6.1, UBC13 inh 8.5, Gli-Sufu block -7.8, 697 NFkB inh 0.5 and SENP8 block 4.6.
CCNC(=O)Nc1ccc(-n2nc(C)c(C(=O)OCC)c2C)nc1 was read as HKDC1 inh -10.7, SENP7 block 1.1, Jurkat NFkB inh -6.1, Apaf-1 inh 7.7, UBC13 inh 0.8, Gli-Sufu block -7.3, 697 NFkB inh 0.3 and SENP8 block -3.6.
CCN(C(=O)COC(=O)/C(=C/c1ccccc1)n1nnnc1C)C1CCCCC1 was read as HKDC1 inh -1.5, SENP7 block -0.1, Jurkat NFkB inh 4.4, Apaf-1 inh -0.9, UBC13 inh -1.0, Gli-Sufu block 13.4, 697 NFkB inh -1.7 and SENP8 block 2.1.
O=C(/C=C/c1ccc(F)cc1)NC(=S)Nc1ccccc1 was read as HKDC1 inh -3.2, SENP7 block 3.9, Jurkat NFkB inh -2.6, Apaf-1 inh -0.1, UBC13 inh 2.5, Gli-Sufu block -2.0, 697 NFkB inh -3.1 and SENP8 block 9.4.
Screening CC(=O)c1csc(-c2ccccc2)n1 returned HKDC1 inh -0.9, SENP7 block -3.3, Jurkat NFkB inh 3.1, Apaf-1 inh -0.2, UBC13 inh 14.9, Gli-Sufu block -15.6, 697 NFkB inh 11.1 and SENP8 block -14.8.
Screening COCCn1c(SCC(=O)Nc2ccccc2OC)nc2c(oc3ccccc32)c1=O returned HKDC1 inh 0.5, SENP7 block -0.9, Jurkat NFkB inh -3.2, Apaf-1 inh 4.9, UBC13 inh 5.5, Gli-Sufu block 1.5, 697 NFkB inh -1.1 and SENP8 block 5.3.
Screening CC1CC(C)CN(S(=O)(=O)c2ccc3c(c2)NC(=O)C(C)C(=O)N3)C1 (configuration not stated) returned HKDC1 inh -5.2, SENP7 block 1.0, Jurkat NFkB inh -4.4, Apaf-1 inh -2.8, UBC13 inh 6.7, Gli-Sufu block -2.3, 697 NFkB inh 7.4 and SENP8 block 3.7.
Screening Cc1nn(C)c(Oc2ccccc2)c1CCNC(=O)CCl returned HKDC1 inh -7.2, SENP7 block 2.1, Jurkat NFkB inh 6.8, Apaf-1 inh -2.2, UBC13 inh 2.8, Gli-Sufu block 1.1, 697 NFkB inh 19.7 and SENP8 block 5.5.
Screening CC(C)(C)n1cnnc1Sc1ccc([N+](=O)[O-])cn1 returned HKDC1 inh -6.1, SENP7 block -2.3, Jurkat NFkB inh 2.7, Apaf-1 inh -19.4, UBC13 inh 1.2, Gli-Sufu block 12.0, 697 NFkB inh 6.4 and SENP8 block -3.2.
`Cc1ccc(/C=N\NC(=O)c2ccc(Cn3cc(Br)c([N+](=O)[O-])n3)o2)o1` gave HKDC1 inh -4.8, SENP7 block 1.0, Jurkat NFkB inh 1.6, Apaf-1 inh -3.0, UBC13 inh -12.3, Gli-Sufu block 3.7, 697 NFkB inh -12.8 and SENP8 block -13.5.
`O=C(c1ccc(CS(=O)(=O)c2ccc(Br)cc2)o1)N1CCN(c2ncccn2)CC1` gave HKDC1 inh 0.6, SENP7 block -11.1, Jurkat NFkB inh -5.2, Apaf-1 inh -3.7, UBC13 inh 1.4, Gli-Sufu block 2.5, 697 NFkB inh -0.2 and SENP8 block 7.6.
Screening C=CCN1CCCC1CNC(=O)c1cc2[nH]nnc2cc1OC (configuration not stated) returned HKDC1 inh 1.3, SENP7 block 9.6, Jurkat NFkB inh -21.6, Apaf-1 inh -4.0, UBC13 inh 3.3, Gli-Sufu block -0.6, 697 NFkB inh -44.8 and SENP8 block 6.5.
Screening C=CCN(CC=C)Cc1c(O)ccc2c1oc(=O)c1ccccc12 returned HKDC1 inh 33.5, SENP7 block 10.3, Jurkat NFkB inh 8.8, Apaf-1 inh 46.8*, UBC13 inh 25.3, Gli-Sufu block -2.1, 697 NFkB inh 15.7 and SENP8 block 10.6.
Screening O=C(CSc1nnc(C2COc3ccccc3O2)o1)N1CCCC1 (configuration not stated) returned HKDC1 inh -11.4, SENP7 block 7.5, Jurkat NFkB inh -3.9, Apaf-1 inh -2.5, UBC13 inh 11.4, Gli-Sufu block -14.8, 697 NFkB inh -0.7 and SENP8 block -2.7.
CCCCCCCCN1[C@@H](CC(=O)OCC)c2cc(C(F)(F)F)ccc2S1(=O)=O was read as HKDC1 inh -1.9, SENP7 block -6.1, Jurkat NFkB inh 27.2, Apaf-1 inh 25.3, UBC13 inh -0.3, Gli-Sufu block 1.7, 697 NFkB inh 10.8 and SENP8 block 8.9.
For COc1ccc(CNC(=O)CN(Cc2ccc(Cl)cc2)S(C)(=O)=O)cc1 the results were HKDC1 inh 4.7, SENP7 block 2.0, Jurkat NFkB inh -11.1, Apaf-1 inh 6.9, UBC13 inh 5.4, Gli-Sufu block 3.0, 697 NFkB inh 11.3 and SENP8 block -4.5.
Screening COCCNC(=S)Nc1cc(OC)c(NC(=O)c2ccco2)cc1OC returned HKDC1 inh -3.6, SENP7 block 1.8, Jurkat NFkB inh -7.6, Apaf-1 inh 1.0, UBC13 inh -3.1, Gli-Sufu block 3.1, 697 NFkB inh 6.1 and SENP8 block 0.8.

As a short view, some entries already given.
Screening COc1cccc(C2=NOC(C(=O)Nc3cc(C)on3)C2)c1OC (configuration not stated) returned HKDC1 inh -1.0, SENP7 block 2.5, Jurkat NFkB inh 13.0, Apaf-1 inh -15.2, UBC13 inh 1.2, Gli-Sufu block 3.2, 697 NFkB inh 4.5 and SENP8 block 3.0.
`O=C(CSc1ccc(-c2ccccc2)nn1)c1cccs1` gave HKDC1 inh -0.6, SENP7 block 5.5, Jurkat NFkB inh -35.2, Apaf-1 inh -9.7, UBC13 inh 2.4, Gli-Sufu block 7.0, 697 NFkB inh -62.8 and SENP8 block -18.6.
For CC(C)(C)OC(=O)N1CCN(c2ccc(NC(=O)c3ccco3)cc2)CC1 the results were HKDC1 inh -3.8, SENP7 block 7.0, Jurkat NFkB inh 0.8, Apaf-1 inh -5.8, UBC13 inh 5.4, Gli-Sufu block -17.6, 697 NFkB inh 2.1 and SENP8 block 9.2.

Going on with the list.
`COc1ccccc1-c1cc(C(F)(F)F)nc(N2CCOCC2)n1` gave HKDC1 inh 2.5, SENP7 block -2.4, Jurkat NFkB inh -5.4, Apaf-1 inh 14.1, UBC13 inh 39.6, Gli-Sufu block 7.1, 697 NFkB inh -0.2 and SENP8 block -6.5.
Nc1nc2cc(S(=O)(=O)N3CCOCC3)ccc2o1 was read as HKDC1 inh -14.7, SENP7 block 6.3, Jurkat NFkB inh -6.7, Apaf-1 inh -1.9, UBC13 inh 0.8, Gli-Sufu block 4.4, 697 NFkB inh 0.2 and SENP8 block -5.2.
O=C(CC1CCCC1)NNC(=O)c1ccc(F)cc1 was read as HKDC1 inh -2.8, SENP7 block 6.7, Jurkat NFkB inh -9.4, Apaf-1 inh -3.8, UBC13 inh -1.3, Gli-Sufu block -29.4, 697 NFkB inh 14.4 and SENP8 block -8.8.
For COc1ccc(-c2nnc3ccc(SCC(=O)N4CCCCC4)nn23)cc1OC the results were HKDC1 inh 22.0, SENP7 block -9.3, Jurkat NFkB inh -1.6, Apaf-1 inh 15.3, UBC13 inh -6.9, Gli-Sufu block 7.9, 697 NFkB inh 5.5 and SENP8 block -10.1.
For COc1ccc(NC(=O)C(=O)NNC(=O)C(C)Oc2ccc(Cl)cc2Cl)cc1 (configuration not stated) the results were HKDC1 inh -3.6, SENP7 block -1.7, Jurkat NFkB inh 3.8, Apaf-1 inh 2.3, UBC13 inh -3.7, Gli-Sufu block -4.2, 697 NFkB inh 19.6 and SENP8 block 4.5.
For Cc1cc(NS(=O)(=O)c2ccc(Br)s2)no1 the results were HKDC1 inh -11.8, SENP7 block -6.4, Jurkat NFkB inh -7.3, Apaf-1 inh 6.6, UBC13 inh -4.8, Gli-Sufu block 6.7, 697 NFkB inh -0.4 and SENP8 block -2.3.
Cn1c(CNC(=O)c2ccccc2F)nnc1SCc1nc2ccccc2c(=O)[nH]1 was read as SENP7 block -10.9, Jurkat NFkB inh 11.5, Apaf-1 inh 4.3, UBC13 inh 0.4, 697 NFkB inh 7.8 and SENP8 block -13.1.
`N/C(=N\OC(=O)Cc1ccc(Cl)cc1)c1ccncc1` gave HKDC1 inh -2.5, SENP7 block -4.7, Jurkat NFkB inh 1.9, Apaf-1 inh -18.9, UBC13 inh 13.4, Gli-Sufu block -4.8, 697 NFkB inh 11.4 and SENP8 block -5.6.
`O=C(CNS(=O)(=O)c1ccccc1)N/N=C/c1ccc(O)cc1` gave HKDC1 inh -8.1, SENP7 block -3.5, Jurkat NFkB inh 2.2, Apaf-1 inh -8.8, UBC13 inh 10.0, Gli-Sufu block -2.9, 697 NFkB inh 2.1 and SENP8 block 1.6.
`O=C(Cn1nnc2ccccc21)NCc1ccccc1` gave HKDC1 inh -2.7, SENP7 block -4.5, Jurkat NFkB inh -63.9, Apaf-1 inh -6.0, UBC13 inh -0.7, Gli-Sufu block -57.0, 697 NFkB inh -52.4 and SENP8 block -7.7.
For CC(=O)c1c(C(C)=O)c(C)n(NC(=O)c2ccc(Cl)cc2)c1C the results were HKDC1 inh -16.3, SENP7 block 6.4, Jurkat NFkB inh -6.3, Apaf-1 inh -8.6, UBC13 inh -0.3, Gli-Sufu block -2.5, 697 NFkB inh 1.8 and SENP8 block -1.9.
CN(c1ccc(OCC(=O)OCC(=O)Nc2ccc(OC(F)F)cc2)cc1)S(=O)(=O)c1cccs1 was read as HKDC1 inh 2.3, SENP7 block 3.0, Jurkat NFkB inh 3.9, Apaf-1 inh -6.4, UBC13 inh 9.0, Gli-Sufu block 1.5, 697 NFkB inh 1.8 and SENP8 block -2.8.
Cc1cc(C)nc(NNC2=CC(=[N+]3CCCCC3)CC(C)(C)C2)n1 was read as HKDC1 inh -3.5, SENP7 block -5.0, Jurkat NFkB inh -18.4, Apaf-1 inh 2.7, UBC13 inh -19.8, Gli-Sufu block 38.5, 697 NFkB inh -5.5 and SENP8 block -5.3.
CCN(CC)CCN(C(=O)c1cc(Cl)sc1Cl)c1nc2cc3c(cc2s1)OCO3 was read as HKDC1 inh -1.2, SENP7 block 0.9, Jurkat NFkB inh -17.5, Apaf-1 inh 19.7, UBC13 inh 4.0, Gli-Sufu block 15.0, 697 NFkB inh -16.2 and SENP8 block -0.7.
`COc1cc(NC(=O)N[C@@H](CCSC)C(=O)O)cc(OC)c1` gave HKDC1 inh -3.9, SENP7 block 0.7, Jurkat NFkB inh 2.0, Apaf-1 inh -9.2, UBC13 inh 0.6, Gli-Sufu block -2.8, 697 NFkB inh 11.7 and SENP8 block -0.1.

Assay outcomes as filed in PubChem.
